DRD3 antagonist: qHTS of D3 Dopamine Receptor Antagonist: qHTS | D(3) dopamine receptor (Homo sapiens), P35462 | D3R cells, DiscoveRx beta-arrestin luminescence, antagonist mode; stronger effect = lower value | max response, negative = inhibition, % | 360,000 tested, 2.5% active; in the data active = max response below about -50%; inconclusive = no clear call, values can overlap the other calls; also: % is scaled to controls: 0 for no effect and ±100 for the full control effect; mostly tested at two doses, the higher about 12 µM
Target sequence (P35462 whole entry, looked up): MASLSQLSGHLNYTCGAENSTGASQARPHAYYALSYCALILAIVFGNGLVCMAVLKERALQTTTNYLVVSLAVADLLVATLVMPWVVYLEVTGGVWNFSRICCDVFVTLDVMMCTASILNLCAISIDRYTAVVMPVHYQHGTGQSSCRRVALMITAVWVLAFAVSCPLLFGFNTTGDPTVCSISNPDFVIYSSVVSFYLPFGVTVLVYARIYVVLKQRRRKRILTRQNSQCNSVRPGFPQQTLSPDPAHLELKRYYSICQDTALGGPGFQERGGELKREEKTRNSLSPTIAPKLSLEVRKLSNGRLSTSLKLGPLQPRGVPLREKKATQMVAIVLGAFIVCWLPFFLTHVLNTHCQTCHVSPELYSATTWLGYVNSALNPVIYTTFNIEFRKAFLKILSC
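Cells expressing the human receptor were seeded at 1500 cells/well, incubated overnight at 37 degrees C in 5% CO2, then exposed to library compounds with dopamine controls for 90 minutes at 37 degrees C before luminescent detection.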
GLP-1R agonist: qHTS of GLP-1 Receptor Agonists; HEK293 GLP-1R CRE-luciferase, luminescence, 4-6 h; cells express a hypersensitive GLP-1R form; 380,000 tested, 0.007% active; Potency, µM (series often up to 45.6 µM), for the others: top-dose activation, hits mostly activators; also: potency is read from the fitted curve at half-maximal effect; % of control where 0% means no effect
Target sequence (P43220 whole entry, looked up): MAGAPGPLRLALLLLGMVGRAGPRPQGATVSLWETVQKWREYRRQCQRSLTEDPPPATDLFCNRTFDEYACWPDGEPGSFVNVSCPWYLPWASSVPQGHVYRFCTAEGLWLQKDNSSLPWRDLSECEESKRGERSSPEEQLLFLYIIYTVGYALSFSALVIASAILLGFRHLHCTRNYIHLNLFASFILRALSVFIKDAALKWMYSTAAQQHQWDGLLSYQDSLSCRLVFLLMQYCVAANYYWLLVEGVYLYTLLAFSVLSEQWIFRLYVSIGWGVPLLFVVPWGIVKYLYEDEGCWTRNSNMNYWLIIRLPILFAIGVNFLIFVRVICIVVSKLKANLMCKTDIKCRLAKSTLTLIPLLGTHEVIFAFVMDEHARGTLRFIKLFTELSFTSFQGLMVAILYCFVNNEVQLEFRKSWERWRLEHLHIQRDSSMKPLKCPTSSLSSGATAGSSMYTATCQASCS
KB-V1 MDR tox: qHTS assay for MDR1-selective chemotherapeutics: Primary screen using the drug-selected MDR subline cells KB-V1; KB-V1 MDR cells viability, CellTiter-Glo, 72 h; Potency, µM (doses to about 46.1 µM), for the others: at the highest dose activity change, negative = cytotoxicity, most hits filed as cytotoxic; 400,000 tested, 3.4% active; also: potency is read from the fitted curve at half-maximal effect; % is scaled to controls: 0 for no effect and ±100 for the full control effect; nearly all actives have a fitted effect of over 60% in size
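Luminescent ATP read-out (CellTiter-Glo, 10 min) measures survival of drug-selected KB-V1 MDR cells after 72 h, 37 degrees C compound exposure. Medium: phenol-red-free DMEM, 10% FBS. Values from fitted concentration-response curves.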
TDP43 rescue: qHTS of TDP-43 Inhibitors; TDP-43 expressing yeast growth rescue, BacTiter-Glo, 24 h; Potency, µM (highest dose often 46.1 µM), for the others: top-dose growth rescue (activation), hits mostly activators; 410,000 tested, 1.8% active; AID 652104, 2013; also: potency is read from the fitted curve at half-maximal effect; % of control where 0% means no effect; nearly all actives have a fitted effect of over 50% in size
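Luminescence from BacTiter-Glo reports growth of TDP-43-expressing yeast after 24 hr at 30 deg C with compound. Cells were raffinose-pregrown to mid-log, then seeded in galactose medium at OD600=0.02.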
PTHR1 agonist: qHTS for PTHR1 Agonists: Primary Screen; Parathyroid hormone/parathyroid hormone-related peptide receptor (Homo sapiens), Q03431; HEK293 GP2 PTHR1 cells, GloSensor cAMP luminescence, 1 h; Potency, µM (top dose mostly 115 µM), for inactives: at the highest dose activation, actives largely listed as activators; 410,000 tested, 0.075% active; also: potency is read from the fitted curve at half-maximal effect; nearly all actives have a fitted effect of over 55% in size; some results filed as inactive show a strong effect at the top dose; inactives centre near -15; many of its hits are not listed in these tables
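HEK-293-derived GP2 cells expressing PTHR1 and a GloSensor cAMP reporter, 3,000/well, plated overnight, given luciferin plus IBMX (each 0.5 mM as added) for 1 h at 37 °C, then compound for 1 h at 37 °C. Luminescence was read after 15 min at room temperature.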
DRD3 agonist: qHTS of D3 Dopamine Receptor Agonist: qHTS | max activation, % | 410,000 tested, 0.58% active | D3R DiscoveRx beta-arrestin cells, luminescence, 90 min | D(3) dopamine receptor (Homo sapiens), P35462 | AID 652048, 2013; in the data active = max activation above about 30%; also: 0% is about no effect; mostly tested at two doses, the higher about 12 µM
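Agonist-mode cell screen: cells plated at 1500/well and incubated overnight at 37 °C, then exposed to library compounds for 90 min at 37 °C. Detection reagent was added for 30–60 min at room temperature, and luminescence was read.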
aSyn yeast inh: qHTS of alpha-syn Inhibitors; Yeast expressing alpha-synuclein, growth rescue, BacTiter-Glo, 24 h; Potency, µM (series often up to 46.1 µM), without a hit: at the top dose growth rescue (activation), usual class: activators; 370,000 tested, 0.14% active; also: potency is read from the fitted curve at half-maximal effect; % of control where 0% means no effect; nearly all actives have a fitted effect of over 65% in size
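Galactose-induced alpha-syn yeast (OD600=0.02, raffinose-pregrown) + pinned cpd, 24 hr, 30 deg C; growth by BacTiter-Glo luminescence. Growth restoration scores as activation.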
HEK293 tox: qHTS of GLP-1 Receptor Inverse Agonists: Cytotox Screen. Potency, µM (titrated, usually from 38.3 µM), without a hit: top-dose activity change, negative = inhibition, hits mostly inhibitors. HEK293 cAMP-luciferase reporter cells, luminescence, 24 h. 410,000 tested, 0.13% active. AID 624418, 2012;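 also: loss of luciferase light is scored as toxicity; potency is read from the fitted curve at half-maximal effect; % is scaled to controls: 0 for no effect and ±100 for the full control effect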
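A 23 nL compound transfer followed 12 hours of cell culture at 37 deg C; exposure then lasted 24 hr. Luciferase assay detection reagent was dispensed and plates read for luminescence after a 12 min room-temperature wait.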
GLP1R inv ag: qHTS of GLP-1 Receptor Inverse Agonists (Inhibition Mode); Glucagon-like peptide 1 receptor (Homo sapiens), P43220; HEK293 GLP-1R CRE-luciferase, luminescence, 24 h; GLP-1R form is constitutively active; Potency, µM (doses to about 38.3 µM), for inactives: top-dose activity change, negative = inhibition, hits mostly inhibitors; 410,000 tested, 1.6% active; also: potency is read from the fitted curve at half-maximal effect; % is scaled to controls: 0 for no effect and ±100 for the full control effect; nearly all actives have a fitted effect of over 55% in size
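Assay principle: reduced luminescence from a cAMP-responsive reporter in HEK293 cells co-expressing a constitutively active GLP-1R. Conditions: 24 hr compound incubation, 37 deg C, 5% CO2.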
* hit, by the source's call; [ ] = dose if it differs, or a comment. Unless noted, calls follow the shape of the dose curve; as a rule, active = well fitted curve in the direction sought with a large enough effect; inconclusive = small, poorly fitted or top-dose-only effect, or another doubt; inactive = no such curve, though single readings can be large; an effect the other way counts as inactive or inconclusive.

`Cc1nc(SCC(=O)NC(=O)NC(C)C)nc(C)c1C` gave DRD3 antagonist -4, GLP-1R agonist 5%, KB-V1 MDR tox inconclusive, TDP43 rescue -10%, PTHR1 agonist -16%, DRD3 agonist 1, aSyn yeast inh 9%, HEK293 tox 14% and GLP1R inv ag 59%[activator].
Screening CC(C)c1ccc(C2=NN(c3ccccc3)C(=O)CC2)cc1 returned DRD3 antagonist -20, GLP-1R agonist 2%, KB-V1 MDR tox -25%, TDP43 rescue -9%, PTHR1 agonist -1%, DRD3 agonist -15, aSyn yeast inh -2%, HEK293 tox -3% and GLP1R inv ag inconclusive.
`CCOC(=O)CSc1nnc(CNC(=O)c2cccc(C)c2)n1C` gave DRD3 antagonist inconclusive, GLP-1R agonist 4%, KB-V1 MDR tox 0%, TDP43 rescue 10%, PTHR1 agonist inactive, DRD3 agonist -7, aSyn yeast inh -2%, HEK293 tox 4% and GLP1R inv ag 8%.
For O=C(NCCCn1ccnc1)C(=O)NCC(c1cccnc1)N1CCN(c2ccccc2)CC1 (stereo not drawn) the results were DRD3 antagonist inconclusive, GLP-1R agonist 5%, KB-V1 MDR tox 12%, TDP43 rescue 13%, PTHR1 agonist -18%, DRD3 agonist -2, aSyn yeast inh 0%, HEK293 tox 0% and GLP1R inv ag -11%.
For COc1cccc(CN2CCC(N(CCc3ccccc3)Cc3ccccc3)CC2)c1OC the results were DRD3 antagonist -85*, GLP-1R agonist -9%, KB-V1 MDR tox 0%, TDP43 rescue -36%[inhibitor], PTHR1 agonist inactive, DRD3 agonist -11, aSyn yeast inh -2%, HEK293 tox -1% and GLP1R inv ag 10µM*.
COc1ccc(NC(=S)NC(=O)c2ccc3c(c2)OCCO3)cc1 was read as DRD3 antagonist 0, GLP-1R agonist 17%, KB-V1 MDR tox -30%, TDP43 rescue 7%, PTHR1 agonist -49%[inhibitor], DRD3 agonist 2, aSyn yeast inh 2%, HEK293 tox 7% and GLP1R inv ag 29%.
Screening CCOC(=O)c1ccc(NC(=O)CC2C(=O)N(c3ccc(F)cc3)C(=O)N2CCCOC)cc1 (stereo not drawn) returned DRD3 antagonist inconclusive, GLP-1R agonist 7%, KB-V1 MDR tox inconclusive, TDP43 rescue -12%, PTHR1 agonist inactive, DRD3 agonist -1, aSyn yeast inh 11%, HEK293 tox 11% and GLP1R inv ag 6%.
`CSc1ncccc1C(=O)OCC(=O)N1CCN(S(=O)(=O)c2ccc(C)cc2C)CC1` gave DRD3 antagonist 16, GLP-1R agonist -20%, KB-V1 MDR tox inconclusive, TDP43 rescue 25%, PTHR1 agonist -34%[inhibitor], DRD3 agonist 4, aSyn yeast inh 4%, HEK293 tox 8% and GLP1R inv ag -13%.
COc1c(N)c2ccccc2[nH]c1=O was read as DRD3 antagonist 14, GLP-1R agonist 1%, KB-V1 MDR tox inconclusive, TDP43 rescue -14%, PTHR1 agonist inactive, DRD3 agonist 2, aSyn yeast inh 1%, HEK293 tox -7% and GLP1R inv ag 0%.
CC(=O)N1CCC(N(CCN2CCOCC2)C(=S)Nc2ccccc2C)CC1 was read as DRD3 antagonist -7, GLP-1R agonist -20%, KB-V1 MDR tox 11%, TDP43 rescue 2%, PTHR1 agonist -16%, DRD3 agonist 0, aSyn yeast inh -6%, HEK293 tox -17% and GLP1R inv ag 9%.
Screening CC(C)NC(=O)CCC(=O)N1Cc2ccccc2Oc2ncccc21 returned KB-V1 MDR tox inconclusive, TDP43 rescue 17%[9.22 µM], PTHR1 agonist inactive, DRD3 agonist 1, HEK293 tox -2% and GLP1R inv ag -9%.
For COc1cccc(OC)c1C(=O)N=c1sc2cc(S(C)(=O)=O)ccc2n1C the results were DRD3 antagonist 5, GLP-1R agonist 1%, KB-V1 MDR tox 1%, TDP43 rescue 2%, PTHR1 agonist inactive, DRD3 agonist 7, aSyn yeast inh 1%, HEK293 tox -9% and GLP1R inv ag 7%.
O=C(O)c1ccc(N/N=C/c2cc3ccccc3nc2Cl)cc1 was read as DRD3 antagonist -7, GLP-1R agonist 19%, KB-V1 MDR tox 15%, TDP43 rescue 13%, PTHR1 agonist -26%, DRD3 agonist 3, aSyn yeast inh inconclusive, HEK293 tox 25% and GLP1R inv ag 58%[activator].
For COC(=O)c1[nH]c2cc(C)ccc2c1NC(=O)CN1CCCc2ccccc21 the results were DRD3 antagonist -5, GLP-1R agonist -51%[inhibitor], KB-V1 MDR tox -13%, TDP43 rescue -2%, PTHR1 agonist inactive, DRD3 agonist -10, aSyn yeast inh -8%, HEK293 tox -13% and GLP1R inv ag -18%.
Screening COc1cc(NC(=O)COc2ccc(-n3ccnc3)cc2)cc(OC)c1 returned DRD3 antagonist 2, GLP-1R agonist 7%, KB-V1 MDR tox inconclusive, TDP43 rescue 3%, PTHR1 agonist -42%[inhibitor], DRD3 agonist 0, aSyn yeast inh 1%, HEK293 tox 3% and GLP1R inv ag -1%.
`Cc1c(NC(=O)COC(=O)c2cc(-c3cccc4ccccc34)nc3ccccc23)c(=O)n(-c2ccccc2)n1C` gave DRD3 antagonist 27, GLP-1R agonist -9%, KB-V1 MDR tox 2%, TDP43 rescue 17%, PTHR1 agonist inactive, DRD3 agonist 0, aSyn yeast inh 8%, HEK293 tox -19% and GLP1R inv ag 1%.
c1ccc(CCc2nn3c(Cn4cnc5ccccc54)nnc3s2)cc1 was read as DRD3 antagonist 18, GLP-1R agonist -1%, KB-V1 MDR tox 18µM*, TDP43 rescue -16%, PTHR1 agonist inactive, DRD3 agonist 1, aSyn yeast inh -31%[inhibitor], HEK293 tox 0% and GLP1R inv ag -2%.
COc1ccc(C(=O)N2CCc3[nH]nc(-c4ccccc4)c3C2)cc1 was read as DRD3 antagonist -7, GLP-1R agonist 3%, KB-V1 MDR tox 0%, TDP43 rescue -10%, PTHR1 agonist inactive, DRD3 agonist -9, aSyn yeast inh 4%, HEK293 tox -5% and GLP1R inv ag 94%[activator].
`CCNC(=O)c1cccc(S(=O)(=O)N2CCCCCC2)c1` gave DRD3 antagonist -22, GLP-1R agonist 9%, KB-V1 MDR tox 9%, TDP43 rescue 3%, PTHR1 agonist inactive, DRD3 agonist 1, aSyn yeast inh 3%, HEK293 tox -8% and GLP1R inv ag 0%.
`CCCOc1ccc(C2=CSC3=NCCN23)cc1Cl` gave DRD3 antagonist 0, GLP-1R agonist -3%, KB-V1 MDR tox inconclusive, TDP43 rescue -4%, PTHR1 agonist 21%, DRD3 agonist -6, aSyn yeast inh 4%, HEK293 tox inconclusive and GLP1R inv ag inconclusive.
Screening O=C(NNC(=O)c1ccc(Br)s1)c1cccc(Cl)c1 returned DRD3 antagonist -15, GLP-1R agonist -1%, KB-V1 MDR tox -21%, TDP43 rescue 2%, PTHR1 agonist -16%, DRD3 agonist -6, aSyn yeast inh -10%, HEK293 tox 5% and GLP1R inv ag 13%.
O=C(Nc1ccc2c(c1)OCO2)c1cc2ncc(Br)cn2n1 was read as DRD3 antagonist -14, GLP-1R agonist -6%, KB-V1 MDR tox 3%, TDP43 rescue 14%, PTHR1 agonist inactive, DRD3 agonist 0, aSyn yeast inh 0%, HEK293 tox 3% and GLP1R inv ag 17%.
COc1ccc(CCNC(=O)CSCc2nc(-c3cccc(C)c3)oc2C)cc1OC was read as KB-V1 MDR tox inconclusive, TDP43 rescue 12%, PTHR1 agonist -14%, DRD3 agonist 2, HEK293 tox 1% and GLP1R inv ag -25%.
For COc1cc(/C=N/NC(=O)CCC(=O)Nc2ccc(C)cc2)ccc1O the results were DRD3 antagonist -5, GLP-1R agonist 3%, KB-V1 MDR tox 5%, TDP43 rescue 24%, PTHR1 agonist -3%, DRD3 agonist 1, aSyn yeast inh -6%, HEK293 tox 6% and GLP1R inv ag 8%.
O=C(CN1C(=O)NC2NC(=O)NC21)NN=C1CCCC1 (stereo not drawn) was read as DRD3 antagonist -1, GLP-1R agonist 0%, KB-V1 MDR tox -14%, TDP43 rescue -7%, PTHR1 agonist inactive, DRD3 agonist 6, aSyn yeast inh 4%, HEK293 tox 3% and GLP1R inv ag 3%.
For CC(C)(C)NC(=O)COc1ccc(CNCCc2ccccc2)cc1 the results were DRD3 antagonist -24, GLP-1R agonist 6%, KB-V1 MDR tox inconclusive, TDP43 rescue -11%[0.397 µM], PTHR1 agonist inactive, DRD3 agonist -21, aSyn yeast inh 1%, HEK293 tox -17% and GLP1R inv ag inconclusive.
CCOc1ccc(C(C)NC(=O)C2CCC2)cc1 (stereo not drawn) was read as DRD3 antagonist -11, GLP-1R agonist -1%, KB-V1 MDR tox -26%, TDP43 rescue 1%, PTHR1 agonist inactive, DRD3 agonist -9, aSyn yeast inh 1%, HEK293 tox 2% and GLP1R inv ag 0%.
`CCOc1ccc(OCC)c(NC(=O)CN(C)S(=O)(=O)c2ccc3[nH]c(=O)oc3c2)c1` gave KB-V1 MDR tox 23%, TDP43 rescue 7%, PTHR1 agonist inactive, DRD3 agonist 1, HEK293 tox -13% and GLP1R inv ag -8%.
Screening COc1ccc(S(=O)(=O)NCCc2sc(-c3cccnc3)nc2C)cc1OC returned GLP-1R agonist -2%, KB-V1 MDR tox -16%, TDP43 rescue 17%, PTHR1 agonist inactive, DRD3 agonist -6, aSyn yeast inh 0%, HEK293 tox -5% and GLP1R inv ag -2%.

Bioassay records from PubChem BioAssay.

An excerpt; count on the stated rates, not on these rows.
